MOR-DOR inv ag: inverse agonists of MOR-DOR heterodimerization, primary screen, cell-based, luminescence; Mu-type opioid receptor (Homo sapiens) + Delta-type opioid receptor (Homo sapiens), …; cell-based MOR-DOR heterodimer luminescence, inverse agonism; inhibition, % at 9.3 µM; 340,000 compounds, 0.21% hits; AID 504357, 2011; in the data active = inhibition above about 22%, passing the limit was not always enough;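 also: 0% = cells with DMSO and 100% = wells without cells with DMSO; values of inactives mirror those of a sister screen read the other way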
V-ATPase pHluor: regulators of yeast V-ATPase proton pumping, primary screen, pHLuorin cytosolic pH fluorescence | response, % at 10 µM | 350,000 compounds, 0.37% hits | S. cerevisiae; in the data active = response mostly above about 7.3%, no sharp cut-off; inactive = mostly below about 5.4%; also: actives read high; inactives centre near 0; some compounds called inactive have numbers as strong as hits; reference of the scale not given here
OPRM1-OPRD1 ag: agonists of OPRM1-OPRD1 heterodimerization, primary screen, cell-based, luminescence. Mu-type opioid receptor (Homo sapiens) + Delta-type opioid receptor (Homo sapiens), …. cells. activation, % at 9.3 µM. 340,000 compounds, 0.3% hits. AID 504326, 2011; in the data active = activation above about 18%;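 also: 0% = vehicle-treated cells and 100% = reference agonist; values of inactives mirror those of a sister screen read the other way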
CAL PDZ FP: untagged CAL PDZ binding inhibitors, primary screen, biochemical, fluorescence polarization, HTS; purified CAL PDZ, TMR-peptide fluorescence polarization, 1 h; 300,000 compounds, 0.92% hits; inhibition, % at 24.9 µM; Golgi-associated PDZ and coiled-coil motif-containing protein (Homo sapiens), Q9HD26;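 active = mean inhibition of at least 30% with at least half of replicates also reaching 30%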;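 also: 0% = DMSO neutral control and 100% = excess unlabeled competitor peptide PRC23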
C-LANA FP: inhibitors of KSHV C-LANA binding to DNA, primary screen, biochemical, fluorescence polarization, FAM-LBS DNA, MBP-C-LANA, single point. Kaposi's sarcoma herpesvirus LANA C-terminal domain (residues 932-1162) DNA binding. inhibition, % at 9 µM. 340,000 compounds, 0.078% hits;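 active = highest replicate inhibition at or above 60% at 9 µM, even if other replicates fall short; inactive = all replicates below 60% inhibition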;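 also: 0% = neutral control wells and 100% = 4 µM acridine orange control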
Keap1 Nrf2 FP: Keap1-Nrf2 protein-protein interaction inhibitors, primary screen, biochemical, fluorescence polarization, single point; Kelch-like ECH-associated protein 1 (Homo sapiens), Q14145; Keap1 Kelch-Nrf2 peptide fluorescence polarization, 1536-well; inhibition, % at 9.4 µM; 340,000 compounds, 0.15% hits; in the data active = inhibition above about 12%;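 also: human Keap1 Kelch domain with fluorescein labeled Nrf2 9mer peptide probe; 0% = neutral control wells and 100% = peptide positive control; higher means more block of Keap1 binding to Nrf2 peptide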
Target sequence (Q14145 whole entry, looked up, the tested form may be a part): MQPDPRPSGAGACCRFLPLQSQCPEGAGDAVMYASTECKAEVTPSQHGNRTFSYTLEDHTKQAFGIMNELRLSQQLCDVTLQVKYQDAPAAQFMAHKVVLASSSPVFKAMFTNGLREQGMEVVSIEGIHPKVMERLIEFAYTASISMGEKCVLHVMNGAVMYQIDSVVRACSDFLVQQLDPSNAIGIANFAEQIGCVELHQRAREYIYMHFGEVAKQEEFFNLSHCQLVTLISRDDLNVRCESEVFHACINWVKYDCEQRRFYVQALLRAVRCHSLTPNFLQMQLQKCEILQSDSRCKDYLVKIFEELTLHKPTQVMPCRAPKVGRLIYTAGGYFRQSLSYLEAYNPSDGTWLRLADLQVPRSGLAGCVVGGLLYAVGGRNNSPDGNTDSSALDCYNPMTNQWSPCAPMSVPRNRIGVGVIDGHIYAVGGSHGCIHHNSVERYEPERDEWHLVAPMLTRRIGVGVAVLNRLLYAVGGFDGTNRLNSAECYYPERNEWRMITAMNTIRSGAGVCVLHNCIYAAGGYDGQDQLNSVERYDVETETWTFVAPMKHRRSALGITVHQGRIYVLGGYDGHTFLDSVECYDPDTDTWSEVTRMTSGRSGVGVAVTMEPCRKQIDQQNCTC
cardiac RTF act: cardiac RTF calcium sensitivity activators, primary screen, biochemical, IANBD-TnC fluorescence, EC20 calcium; AID 493008, 2010; 340,000 compounds, 0.24% hits; activation, % at 7.2 µM; Troponin I, cardiac muscle (Homo sapiens) + Troponin T, cardiac muscle (Homo sapiens) + …; IANBD-labeled TnC RTF fluorescence at EC20 calcium; 0% EC20 calcium, 100% full calcium;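 active = activation above the mean over all tested compounds plus 3 SD, cut at about 30% in these data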;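 also: rise in fluorescence read as greater calcium sensitivity of cardiac thin filaments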
HTR5A ag ctr: HTR5A agonists in luminescence cell assay, primary screen, counter-screen for OPRM1-OPRD1 heterodimer agonist project, full-deck HTS; AID 504692, 2011; 340,000 compounds, 0.61% hits; cell-based; activation, % at 9.3 µM; 5-hydroxytryptamine receptor 5A (Homo sapiens), P47898; in the data active = activation mostly above about 9.5%, no sharp cut-off; inactive = mostly below about 7.6%;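 also: 0% = cells with vehicle only and 100% = reference agonist; strong numbers were not always called active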
Target sequence (P47898 whole entry, looked up): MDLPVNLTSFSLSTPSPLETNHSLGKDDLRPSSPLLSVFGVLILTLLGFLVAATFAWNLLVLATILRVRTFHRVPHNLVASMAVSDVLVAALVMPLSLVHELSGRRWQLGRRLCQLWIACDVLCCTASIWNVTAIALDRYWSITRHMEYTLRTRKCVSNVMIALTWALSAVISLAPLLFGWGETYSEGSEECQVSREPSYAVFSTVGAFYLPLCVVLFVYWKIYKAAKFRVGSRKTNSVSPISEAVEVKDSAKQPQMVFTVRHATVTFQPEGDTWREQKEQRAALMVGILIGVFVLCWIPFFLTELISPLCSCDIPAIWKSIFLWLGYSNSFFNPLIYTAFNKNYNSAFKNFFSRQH
Cardiac RTF inh: cardiac RTF calcium sensitivity inhibitors, primary screen, biochemical, IANBD-TnC fluorescence, EC70 calcium. IANBD-labeled cardiac RTF, Ca2+ fluorescence. AID 493244, 2011. 340,000 compounds, 0.12% hits. Troponin I, cardiac muscle (Homo sapiens) + Troponin T, cardiac muscle (Homo sapiens) + …. inhibition, % at 7.15 µM;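 active = inhibition above the mean inhibition of all tested compounds plus 3 SD, cut at about 17% in these data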;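 also: assay run at fixed EC70 calcium of 1.6 mM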
HTR5A inv ctr: HTR5A inverse agonists in luminescence cell assay, primary screen, counter-screen for OPRM1-OPRD1 heterodimer inverse agonist project, full-deck HTS; HTR5A cell line, inverse agonism; 5-hydroxytryptamine receptor 5A (Homo sapiens), P47898; AID 504634, 2011; inhibition, % at 9.3 µM; 340,000 compounds, 0.083% hits; in the data active = inhibition mostly above about 23%, no sharp cut-off; inactive = mostly below about 18%;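 also: 0% = cells with DMSO and 100% = no-cell wells with DMSO; some compounds called inactive have numbers as strong as hits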
* hit, by the source's call; · = not tested or not shown.

SMILES	MOR-DOR inv ag	V-ATPase pHluor	OPRM1-OPRD1 ag	CAL PDZ FP	C-LANA FP	Keap1 Nrf2 FP	cardiac RTF act	HTR5A ag ctr	Cardiac RTF inh	HTR5A inv ctr
CCOc1cc2c(cc1OCC)CN(C(=O)c1cccc(S(=O)(=O)N3CCCC3)c1)CC2	13	3	-3.1	-4	0.3	0	-1	-9	5	22
Nc1c(C(=O)NCc2ccc3c(c2)OCO3)nnn1Cc1cccc(F)c1	9	-5	-1.7	-1	-0.3	1	1	-2	-4	-6
CCOC(=O)C1=C(C)C(c2ccccc2)NC(=S)N1 (stereo unspecified)	10	4	-1.9	·	0.7	-1	1	-1	-1	-43
S=c1c2c(nc3nc[nH]n13)CCC2	11	-3	-2.2	·	63*	-2	2	4	-12	22
CCOc1ccc(NC(=O)NNC(=O)c2cc3ccccc3cc2O)cc1	-5	0	0.8	0	-0.4	-2	-3	7	-10	-25
CCc1cccc(C)c1NC(=O)Cc1ccsc1	6	0	-0.9	16	-2.9	-3	-8	4	0	-12
COc1ccc(Cn2nnnc2CN2CCOCC2)cc1	13	8	-2.3	-2	-0.3	1	-3	-5	1	17
CSc1nc(C)c(Cc2c(F)cccc2Cl)c(=O)[nH]1	1	-2	-0.1	-1	-0.6	-9	4	-8	-5	21
COc1ccc(Nc2ccc([N+](=O)[O-])cn2)cn1	6	-3	-1.2	0	7.3	-4	8	2	-9	-5
CCC(C)NC(=O)c1ccc2c(c1)N(Cc1ccccc1)C(=O)CS2 (stereo unspecified)	10	-3	-2.0	-2	0.0	2	1	-2	1	5
Cc1cc(Oc2cc(NN3CCCCC3)c([N+](=O)[O-])cc2[N+](=O)[O-])c(C(=O)c2ccccc2)cc1Cl	10	3	-1.6	-2	1.9	0	-1	9	-1	-27
COCCCN(C(=O)C(C)Oc1ccc(Br)cc1)c1c(N)n(Cc2ccccc2)c(=O)[nH]c1=O (stereo unspecified)	-2	-2	0.3	4	0.0	-1	-2	4	-6	-9
CCc1ccc(CNCCNCC(C)O)cc1 (stereo unspecified)	0	3	0.1	·	2.0	-5	-1	4	-8	-48
Cn1cc(C(=O)c2ccc(Cl)cc2Cl)cc1C(=O)NN	-7	-2	1.3	-3	-1.1	-2	-8	2	3	-9
O=C(Cc1ccc(Br)cc1)NC1CCCCC1	13	-1	-2.5	1	-2.1	1	-2	0	1	-8
O=C(COc1ccccc1Cl)N1CCN(c2ncccn2)CC1	15	0	-2.9	-5	0.5	-7	2	0	1	-13
O=C(CN1C(=O)c2ccccc2S1(=O)=O)Nc1cccnc1	2	-4	-0.4	-1	-1.1	-1	0	-7	-7	17
Cn1nc(OCC(N)=O)ccc1=O	8	5	-1.5	2	-2.2	-4	-5	7	-13	9
COc1ccccc1N1CCN(C(=O)Nc2ccc([N+](=O)[O-])cc2)CC1	12	-5	-2.0	-4	0.2	1	1	0	10	1
O=C1NC(=O)C2(C=C(c3ccccc3)C(O)(c3ccccc3)C2)N1 (stereo unspecified)	9	0	-1.9	-3	-2.0	-2	0	-2	0	6
Cc1ccccc1N1C(=O)c2ccccc2C1O (stereo unspecified)	3	1	-0.5	-1	-0.3	-2	-5	1	2	-4
Clc1ccc(Cn2ccc(C3CC3)n2)cc1	-3	2	0.5	0	0.0	-1	0	0	-10	0
COc1cc2c(cc1NC(=O)COc1ccc3ccccc3c1)oc1ccccc12	-1	3	0.2	1	2.5	-6	-4	3	-6	-2
CCOC(=O)c1ccc(NC(=O)c2nn(C)cc2Br)cc1	7	4	-1.2	-3	1.0	3	-4	4	-4	-28
CCOC(=O)c1cc2c(=O)n3ccccc3nc2n(CCCOC)c1=NC(=O)C(C)(C)C	1	-6	-0.2	-4	-2.1	-6	5	1	-6	-1
Cc1ccc(OCC(=O)c2cc(C)n(CC(F)(F)F)c2C)c([N+](=O)[O-])n1	-4	5	0.8	-4	0.4	-2	8	2	2	-6
CCn1c(SCC(=O)N2CCCCC2C)nnc1-c1ccc(S(=O)(=O)N2CCN(C)CC2)cc1 (stereo unspecified)	19	6	-4.4	-2	1.2	-5	4	-2	-5	4
CCN(Cc1cc2ccccc2[nH]c1=O)S(=O)(=O)c1ccc(OC)cc1	11	-1	-2.2	-4	1.4	-1	2	7	-3	-3
C[C@H](CO)N1C[C@H](C)[C@@H](CN(C)C(=O)Nc2ccccc2)Oc2ccc(NC(=O)Cn3cnnn3)cc2C1=O	12	0	-2.6	-3	0.1	1	-2	-2	-3	6
Cc1ccc(S(=O)(=O)N2CCN(C(=O)C3CCN(C(=O)c4ccccc4C)CC3)CC2)cc1C	-1	0	0.2	-4	0.8	6	-1	6	-15	-17
O=C(CN1C(=O)c2ccccc2C1=O)Nc1ccc(N2CCOCC2)cc1	-4	1	0.6	-3	1.0	-3	-4	0	-1	-9
Cc1cc(Nc2cc(Cl)nc(Sc3ccc(NC(=O)C4CC4)cc3)n2)n[nH]1	0	13	0.0	-5	3.1	-3	-5	-6	5	-21
O=C(NCCC1=CCCCC1)C1CC(=O)N(C2CCCCC2)C1 (stereo unspecified)	8	1	-1.3	1	0.3	-5	6	0	4	-22
O=C(Nc1ccccc1)c1ncoc1-c1ccc(Cl)cc1	-14	0	2.7	3	-1.0	-1	1	19*	1	-50
CCOC(=O)/C=c1\s/c(=C\c2ccc(C#N)cc2)c(=O)n1CC(=O)Nc1cccc(C)c1C	3	-6	-0.6	27	-0.3	-4	-4	-3	-2	6
CC(=O)Oc1ccc(N(c2ccccc2)S(=O)(=O)c2ccc(C)cc2)cc1	5	-2	-1.0	-5	0.0	-6	4	1	-8	4
O=C(Cn1nc(-c2ccccc2)c2ccccc2c1=O)NN1CCOCC1	9	-1	-1.6	·	0.1	-1	2	1	2	-1
O=C(c1ncc[nH]1)c1cccs1	12	3	-2.5	3	1.1	-7	3	-4	4	-28
CCOC(=O)C1(CCOC)CCN(Cc2ccc(C(=O)OC)cc2)CC1	6	-1	-1.2	0	-1.1	-4	4	0	-14	0
CN(C[C@H](Cc1ccccc1)N(C[C@H](Cc1ccccc1)N(CC1(c2ccccc2)CC1)N=O)N=O)N=O	4	-3	-0.8	-2	1.7	0	4	3	5	-4
Cc1cc(C(=O)COC(=O)C2=NNC(=O)CC2)c(C)n1-c1ccccc1	9	4	-1.7	·	0.2	-5	3	1	-3	-17
Cc1cc(C)c(-c2csc(NC(=O)/C=C/c3cccs3)n2)c(C)c1	-3	4	0.6	-2	1.5	-5	1	3	-5	0
COc1ccc(C(=O)c2ccc(OC)c(OC)c2)cc1OC	15	-6	-2.5	1	1.2	-5	-5	1	-6	-9
CCOC(=O)C1C(=O)Oc2ccc3ccccc3c2C1C1CCOC1=O (stereo unspecified)	8	-2	-1.7	·	-0.8	0	3	-3	-10	9
COc1ccc2cc3cc(C(=O)N4CCCC(C)C4)oc3nc2c1 (stereo unspecified)	-3	2	0.5	3	-0.3	-5	-3	0	-4	-2
CCCN1CCC(=O)N([C@H](CSc2ccc(C)cc2)c2ccccc2)CC1	-29	-4	5.3	0	1.4	-4	0	1	-10	-12
CCOc1ccccc1N(CC(=O)N/N=C/c1cc(Br)ccc1OC)S(C)(=O)=O	-6	0	1.2	4	0.4	3	-6	1	5	-24
CN1CCc2c1nc1ccccc1c2N (tested in a mixture with another compound)	3	3	-0.6	-10	-1.6	-2	4	-1	-12	18
N#CCCN1CCN(Cc2cc(-c3ccccc3)ccc2O)CC1	7	2	-1.2	2	-1.2	-1	5	3	-12	-22
O=C1N(c2ccccc2)CCN1c1ccccc1	-1	1	0.1	-8	0.4	2	3	2	-1	-9

Nine compounds out of the list, sorted by SMILES length, rising:
SMILES	MOR-DOR inv ag	V-ATPase pHluor	OPRM1-OPRD1 ag	CAL PDZ FP	C-LANA FP	Keap1 Nrf2 FP	cardiac RTF act	HTR5A ag ctr	Cardiac RTF inh	HTR5A inv ctr
O=C1N(c2ccccc2)CCN1c1ccccc1	-1	1	0.1	-8	0.4	2	3	2	-1	-9
COc1ccc(C(=O)c2ccc(OC)c(OC)c2)cc1OC	15	-6	-2.5	1	1.2	-5	-5	1	-6	-9
N#CCCN1CCN(Cc2cc(-c3ccccc3)ccc2O)CC1	7	2	-1.2	2	-1.2	-1	5	3	-12	-22
COc1ccc2cc3cc(C(=O)N4CCCC(C)C4)oc3nc2c1 (stereo unspecified)	-3	2	0.5	3	-0.3	-5	-3	0	-4	-2
CCOC(=O)C1C(=O)Oc2ccc3ccccc3c2C1C1CCOC1=O (stereo unspecified)	8	-2	-1.7	·	-0.8	0	3	-3	-10	9
CCOC(=O)C1(CCOC)CCN(Cc2ccc(C(=O)OC)cc2)CC1	6	-1	-1.2	0	-1.1	-4	4	0	-14	0
Cc1cc(C)c(-c2csc(NC(=O)/C=C/c3cccs3)n2)c(C)c1	-3	4	0.6	-2	1.5	-5	1	3	-5	0
Cc1cc(C(=O)COC(=O)C2=NNC(=O)CC2)c(C)n1-c1ccccc1	9	4	-1.7	·	0.2	-5	3	1	-3	-17
CN(C[C@H](Cc1ccccc1)N(C[C@H](Cc1ccccc1)N(CC1(c2ccccc2)CC1)N=O)N=O)N=O	4	-3	-0.8	-2	1.7	0	4	3	5	-4

Further structures follow:
SMILES	MOR-DOR inv ag	V-ATPase pHluor	OPRM1-OPRD1 ag	CAL PDZ FP	C-LANA FP	Keap1 Nrf2 FP	cardiac RTF act	HTR5A ag ctr	Cardiac RTF inh	HTR5A inv ctr
C=CCN1C(=O)C(CC(=O)NCC)SC1=Nc1ccccc1OC (stereo unspecified)	4	3	-0.8	6	3.4	-3	-2	2	-1	-6
Cc1ccc2sc(-c3ccc(NC(=O)c4cc(-n5cnnc5)ccc4Cl)cc3)nc2c1	0	2	-0.1	-3	-0.8	-5	-1	7	-1	-8
CCN1C(=O)[C@@H]2[C@@H](c3ccc(-c4ccc(Cl)c(Cl)c4)c(OC)c3)N3CCC[C@@]3(C(=O)OC)[C@@H]2C1=O	-1	-2	0.1	-4	-3.3	-12	8	-1	10	-7
Cc1cnc(C(=O)OCC(=O)NCc2ccccc2)cn1	14	3	-2.6	-5	1.6	2	5	1	-29	9
O=S(=O)(c1ccc2c(c1)OCCO2)N1CCN(S(=O)(=O)c2ccco2)CC1	-13	2	2.2	-4	0.5	1	3	3	0	1

No enrichment for hits, and some 2.8% of all compounds hit somewhere here.
